CYP2C19 act = increases human CYP2C19 enzyme activity; P33261; recombinant CYP2C19, luciferin-H EGE luminescence; hits give high values; 0 = fully inhibited enzyme, 1 = untreated enzyme; activation factor at 5 µM; 96,000 tested, under 10 active; AID 1025;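 active means activation factor of at least 2 at 5 µM in the primary screen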;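 further: 0 = wells with 2.5 mM tranylcypromine and 1 = vehicle-only wells; values of inactives mirror those of a sister screen read the other way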
Target sequence (P33261 whole entry, looked up): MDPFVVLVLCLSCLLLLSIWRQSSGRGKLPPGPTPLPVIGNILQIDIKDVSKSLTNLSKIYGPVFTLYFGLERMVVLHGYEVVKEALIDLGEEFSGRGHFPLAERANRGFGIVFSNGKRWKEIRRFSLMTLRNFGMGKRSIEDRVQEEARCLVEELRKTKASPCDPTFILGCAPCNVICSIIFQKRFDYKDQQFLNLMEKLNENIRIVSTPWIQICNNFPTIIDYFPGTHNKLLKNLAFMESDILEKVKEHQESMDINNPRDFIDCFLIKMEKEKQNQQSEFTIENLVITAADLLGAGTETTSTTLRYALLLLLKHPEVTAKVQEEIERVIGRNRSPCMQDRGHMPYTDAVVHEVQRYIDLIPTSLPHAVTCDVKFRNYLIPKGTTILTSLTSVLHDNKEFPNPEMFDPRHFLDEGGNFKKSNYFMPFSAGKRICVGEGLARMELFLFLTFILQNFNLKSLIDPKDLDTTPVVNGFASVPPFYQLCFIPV
MT1-MMP txn act = activates MT1-MMP transcription; HT1080 MT1-MMP promoter luciferase reporter, luminescence, overnight; hits give high values; activation factor at 10 µM; actives 0.16% (n = 86,000); AID 750;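 active means activation factor of at least 2 for MT1-MMP transcription at 10 µM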
CYP2C9 act = CYP2C9 (human) activation; P11712; recombinant CYP2C9, luciferin-H conversion, luminescence; hits give high values; factor 1 = untreated enzyme, 0 = blocked; activation factor at 5 µM; actives 1.4% (n = 96,000);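 active means activation factor of 2 or more for CYP2C9 at a 5 µM dose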;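 further: 0 = sulfaphenazole-blocked wells and 1 = vehicle-only wells; values of inactives mirror those of a sister screen read the other way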
Target sequence (P11712 whole entry, looked up): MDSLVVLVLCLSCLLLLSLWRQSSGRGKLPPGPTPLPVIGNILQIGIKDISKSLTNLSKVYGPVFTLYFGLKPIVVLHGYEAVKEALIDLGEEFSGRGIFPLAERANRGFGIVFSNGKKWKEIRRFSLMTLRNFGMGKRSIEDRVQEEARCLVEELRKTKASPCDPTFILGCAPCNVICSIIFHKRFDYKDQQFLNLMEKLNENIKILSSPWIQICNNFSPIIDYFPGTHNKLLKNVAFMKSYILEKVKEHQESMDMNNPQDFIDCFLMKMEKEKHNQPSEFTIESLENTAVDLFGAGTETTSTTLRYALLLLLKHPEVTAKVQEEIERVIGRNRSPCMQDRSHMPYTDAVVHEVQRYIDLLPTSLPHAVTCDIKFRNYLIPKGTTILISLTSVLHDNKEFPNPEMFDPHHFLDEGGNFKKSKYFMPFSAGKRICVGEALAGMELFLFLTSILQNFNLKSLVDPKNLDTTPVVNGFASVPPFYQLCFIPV
CYP2C19 inh = inhibitors of human CYP2C19; actives 21% (n = 96,000); P33261; CYP2C19 Supersomes, luciferin-H EGE luminescence, 30 min; inhibition, % at 5 µM;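 active means CYP2C19 inhibition above a set limit at 5 µM in the primary screen, cut at about 50% in these data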;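 further: plate controls were negative control wells for no effect and 2.5 mM tranylcypromine positive control for full effect; values of inactives mirror those of a sister screen read the other way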
CYP2C9 inh = human CYP2C9 inhibition; actives 20% (n = 96,000); CYP2C9 Supersomes, luciferin-H conversion, luminescence; AID 777; inhibition, % at 5 µM;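 active means blocking of liver enzyme CYP2C9 beyond about 50% at 5 µM, limit read from the data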; further: values of inactives mirror those of a sister screen read the other way
Mac1 fbg enh = CD11b/CD18-fibrinogen binding enhancement; P05107+P11215; K562 CD11b/CD18 adhesion to fibrinogen, ATPlite luminescence; activation, % at 10 µM; actives 0.07% (n = 93,000); AID 1499;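 active means 10 µM primary screen giving 50% or more activity, confirmed by 40% or more on retest at that dose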; further: strong numbers were not always called active; reference of the scale not given here
Pyk2 oligo antag = antagonists of human Pyk2 oligomerization | Q14289 | Q293 cells, Pyk2 FERM NanoBiT luminescence; hits give low values | z-score (the deposit names both 25 µM and 10 µM) | actives 0.83% (n = 99,000) | AID 1347419;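 active means Z-score of -3 or lower, scaled per plate to the spread of control and sample wells; inactive means z-score above -3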;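 further: negative z-score means lost luminescence so less FERM oligomerization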
CD11b adhes inh = CD11b/CD18-fibrinogen binding inhibition. P05107+P11215. K562 CD11b/CD18 adhesion to fibrinogen, ATPlite luminescence; Mn2+ added to activate the integrin. actives 0.54% (n = 93,000). inhibition, % at 10 µM;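 active means primary inhibition of 50% or more at 10 µM, then 40% or more on retest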; further: some results filed as inactive read as strong as hits
PLAP activator = activates human placental alkaline phosphatase; P05187; purified PLAP enzyme, luminescent substrate read-out; hits give high values; activation fold at 20 µM; actives 1.2% (n = 96,000); AID 696; in the data active means activation fold above about 2
Numbers without * were called inactive; · = not tested or not shown.

Sample of the layout (2 entries):
SMILES	CYP2C19 act	MT1-MMP txn act	CYP2C9 act	CYP2C19 inh	CYP2C9 inh	Mac1 fbg enh	Pyk2 oligo antag	CD11b adhes inh	PLAP activator
c1cn2cc(-c3ccc4c(c3)OCO4)nc2s1	0.9	1.1	0.9	13	10	-2	-1.6	19	1.1
CC1(C)Cc2c(sc3c2C(=O)N(c2ccccc2)C2=NCCN23)CS1	1.1	1	1.1	-8	-11	·	-0.92	·	1.3

Main list, previewed entries included:
SMILES	CYP2C19 act	MT1-MMP txn act	CYP2C9 act	CYP2C19 inh	CYP2C9 inh	Mac1 fbg enh	Pyk2 oligo antag	CD11b adhes inh	PLAP activator
c1cn2cc(-c3ccc4c(c3)OCO4)nc2s1	0.9	1.1	0.9	13	10	-2	-1.6	19	1.1
CC1(C)Cc2c(sc3c2C(=O)N(c2ccccc2)C2=NCCN23)CS1	1.1	1	1.1	-8	-11	·	-0.92	·	1.3
CCOc1cc(NS(=O)(=O)c2ccc(Cl)cc2)c(OCC)cc1NC(=O)CC(C)C	0.8	1.2	1.2	20	-21	-7	0.86	8	1
COC(=O)Cn1nc(-c2ccccc2)c2cc(Cl)ccc21	0.8	1.1	0.7	21	25	1	-0.49	-3	1.4
COc1cc(C2NC(=O)NC(O)(C(F)(F)F)C2C(=O)c2cccs2)ccc1O (centres undefined)	0.8	·	1.1	20	-10	-1	-0.76	0	0.8
COc1ccc(N(C(=O)Cn2nnc3ccccc32)C(C(=O)NCc2ccco2)c2cccnc2)cc1 (centres undefined)	0.2	1.1	0.9	78*	7	3	-0.52	-4	1
O=C(c1ccc2c(=O)n(-c3ccccc3)c(=O)[nH]c2c1)N1CCCCC1	1.1	1	1.1	-9	-5	-2	0.22	20	0.9
Cc1cc2ccccc2n1CCNC(=O)c1cccs1	0.5	1.3	0.5	53*	45	-3	·	4	1.1
CCOC(=O)c1nnc(-c2ccccc2)nc1NCc1ccc(Cl)cc1	0.9	·	0.5	14	48	·	-2.6	·	1.1
CCn1c(SCC(=O)Nc2ccc3c(c2)OCCO3)nnc1-c1ccccn1	0.6	1.3	0.5	36	48	5	1.1	12	0.8
COCCn1nnnc1C(c1cc2c(C)cc(C)cc2[nH]c1=O)N1CCCCCC1 (centres undefined)	0.9	1.2	0.9	7	5	0	0.23	42	1.9
CC(C)CNC(=O)COC(=O)c1cncc(Br)c1	0.9	0.9	1	11	-1	1	0.71	2	1
Cc1cccc(NC(=O)c2ccccc2OCC(=O)c2ccccc2)c1	0.4	·	0.3	58*	73*	3	-2.2	7	1.4
CCOC(=O)CNc1c(-c2ccc(Cl)cc2)nc2cnccn12	0.1	1	0.3	89*	74*	-4	-0.21	8	1.9
Cc1ccc(-c2ccnc3nc(Sc4ncc(C(F)(F)F)cc4Cl)nn23)cc1	1	·	0.9	0	10	-2	-1.1	10	1.3
Cc1cc(C)nc(SCc2nnc(SCC(=O)Nc3cc(C(F)(F)F)ccc3Cl)o2)n1	0.2	1.1	2*	80*	-105	9	0.75	9	1.7
CCn1nnc(-c2ccccc2NC(=O)c2ccc(-n3cnnn3)cc2)n1	1	1	0.6	-3	37	1	0.63	-3	0.8
CC(C)=CC/C=C1\CCC(C(=O)O)C(C(=O)O)C1 (centres undefined)	1.1	1.1	0.9	-13	7	5	1.2	-38	0.9
CC1C=CC(C)C(C(=O)O)C1C(=O)O (centres undefined)	1	1.5	0.8	-2	20	2	-0.11	-13	1
Cc1nc(COC(=O)c2c(C)nn(-c3ccccc3)c2C)cs1	0.5	1.4	0.3	47	69*	0	-0.99	-11	1.2

Shown as a markdown table: part of the list above.
| mol | CYP2C19 act | MT1-MMP txn act | CYP2C9 act | CYP2C19 inh | CYP2C9 inh | Mac1 fbg enh | Pyk2 oligo antag | CD11b adhes inh | PLAP activator |
| --- | --- | --- | --- | --- | --- | --- | --- | --- | --- |
| CCOC(=O)c1nnc(-c2ccccc2)nc1NCc1ccc(Cl)cc1 | 0.9 | · | 0.5 | 14 | 48 | · | -2.6 | · | 1.1 |
| CCn1c(SCC(=O)Nc2ccc3c(c2)OCCO3)nnc1-c1ccccn1 | 0.6 | 1.3 | 0.5 | 36 | 48 | 5 | 1.1 | 12 | 0.8 |

Compound profiles, from the list above. Screens in order: CYP2C19 act, MT1-MMP txn act, CYP2C9 act, CYP2C19 inh, CYP2C9 inh, Mac1 fbg enh, Pyk2 oligo antag, CD11b adhes inh, PLAP activator
CC(C)CNC(=O)COC(=O)c1cncc(Br)c1 is listed as 0.9, 0.9, 1, 11, -1, 1, 0.71, 2, 1
Cc1cccc(NC(=O)c2ccccc2OCC(=O)c2ccccc2)c1 is listed as 0.4, ·, 0.3, 58*, 73*, 3, -2.2, 7, 1.4
CC1C=CC(C)C(C(=O)O)C1C(=O)O (centres undefined) is listed as 1, 1.5, 0.8, -2, 20, 2, -0.11, -13, 1
c1cn2cc(-c3ccc4c(c3)OCO4)nc2s1 is listed as 0.9, 1.1, 0.9, 13, 10, -2, -1.6, 19, 1.1

Continued.
SMILES	CYP2C19 act	MT1-MMP txn act	CYP2C9 act	CYP2C19 inh	CYP2C9 inh	Mac1 fbg enh	Pyk2 oligo antag	CD11b adhes inh	PLAP activator
COc1ccc(Oc2cc(C(F)(F)F)cnc2C(N)=O)cc1	0.3	1.2	0.6	67*	36	-2	0.65	-8	0.9
CCOC(=O)c1sc2nc(-c3ccco3)c3c(c2c1N)CC(C)(C)OC3	1.2	1	0.6	-16	43	7	-0.15	5	1.6
CC1CCN(C(=O)c2ccc(COc3ccccc3Cl)o2)CC1	0.8	1	0.8	19	22	13	-0.83	23	1.4
O=C(Cc1cccs1)N1CCN(c2nc(-c3ccc(Cl)cc3)cs2)CC1	0.3	1.2	0.1	65*	91*	-2	0.39	51	1.6
C=CCN(CC=C)C(=O)Nc1cc(Cl)ccc1OC	0.1	0.9	2.7*	85*	-172	-4	-1	-12	0.9
O=C(Nc1cccc(Cl)c1)N(CCN1CCOCC1)Cc1cccc(Cl)c1	0.2	1.4	0.1	85*	94*	-2	-1.5	9	1.9
CC(C)(C)c1ccc(-c2noc(CCC(N)=O)n2)cc1	1.1	·	0.8	-9	24	0	-0.81	6	1.5
CCc1c(C)nc2ncnn2c1Nc1ccc(C#N)c(Cl)c1	0.6	1.1	0.8	38	18	0	0.98	32	1.6
O=C(Nc1nc(-c2cccs2)cs1)c1cc2ccccc2oc1=O	1.2	·	1.1	-16	-11	·	·	·	1.1
CCCC(=O)c1cc2c(cc1NC(=O)c1cccs1)OCCO2	1	1.1	0.9	3	7	·	1.7	·	1.2
Cc1c(NC(=O)C(C)Sc2ccccc2)c(=O)n(-c2ccccc2)n1C (centres undefined)	0.8	1.1	1	15	-4	1	1.8	-31	0.9
Cc1cccc(OCC(=O)N/N=C\c2cc3c(cc2[N+](=O)[O-])OCO3)c1C	0.8	·	0.5	19	48	-3	-0.39	-2	0.8
Cc1cccc(NC(=O)CCn2ccnc2C)c1	0.4	1.3	0.9	62*	14	-1	0.01	-24	0.9
C/C(=C/c1oc2ccc(O)cc2c1[N+](=O)[O-])N(C)C	0.9	1.2	0.9	10	8	-2	-0.5	-49	0.3
O=C(CSc1nc2ccccc2[nH]1)Nc1cc(C(F)(F)F)ccc1N1CCOCC1	0	1.1	0	99*	99*	-1	-2.5	19	1.3
OC1(c2cccnc2)CCN(Cc2nnnn2C2CCCCC2)CC1	0.7	1.1	0.9	26	14	-3	1.3	-2	0.9
COc1cccc(-c2nnc(SCC(=O)OC(C)C)n2Cc2ccco2)c1	0.2	1.1	0.1	80*	85*	5	0.94	4	1.2
CCCn1c(C)cc(=O)c2cc(NC(=O)c3cnccn3)ccc21	1	1.1	1.1	0	-9	-8	-0.21	2	1.5
COc1cc2cc(C(c3nnnn3C3CCCC3)N3CCc4ccccc43)c(=O)[nH]c2cc1OC (centres undefined)	1	1	0.8	-3	17	14	0.34	9	1.5
COC(=O)C1=CNC=C(C(=O)OC)C1c1ccc(Cl)cc1	0.3	1.1	0.3	75*	75*	10	-3.8*	-26	0.8
Cc1ccc(NCc2nnc(SCC(=O)NCCc3ccccc3)n2C)cc1	0.8	1.1	0.8	24	19	-2	-0.17	-15	0.9
Cc1cccc(-n2ncc3c(NCCc4ccc(S(N)(=O)=O)cc4)ncnc32)c1	0.1	1	0	92*	96*	0	·	0	1.7
Cc1cccc(-c2nc(CS(=O)CC(=O)NCC3CCCO3)c(C)o2)c1 (centres undefined)	0.9	1	0.9	10	6	2	·	1	1.2
O=C(Cn1cnc2ccccc21)NC(c1ccccc1)c1ccccc1	1	1.2	0.9	4	5	·	-0.17	·	1.1
O=C1CC(c2ccco2)CC(O)=C1C=Nc1cc(Cl)cc(Cl)c1 (centres undefined)	1	1.2	0.8	2	24	-4	-0.58	-8	0.9
Cc1onc(-c2ccccc2Cl)c1C(=O)NCC1CCCO1 (centres undefined)	0.6	1	0.9	39	10	2	-0.08	-3	1.1
Cc1ccc(-c2csc3ncnc(Sc4nnc(CN5CCCCCC5=O)o4)c23)cc1	0.5	·	0.2	52*	83*	17	-2.9	-10	1.3
CC(NC(=O)Nc1ccccc1O)(C(F)(F)F)C(F)(F)F	0.7	1	1	27	-4	3	-0.35	-49	1
COc1cc(C(=O)N2CCN(C(=O)Cc3ccccc3)CC2)cc(OC)c1OC	1.2	1	1.1	-18	-15	-3	0.62	-5	1.2
NC(=O)NC1CCCc2c1[nH]c1ccc(Cl)cc21 (centres undefined)	0.5	1.2	0.1	52*	94*	1	·	7	1
COc1ccc(OC)c2c1sc(=NC(=O)c1ccco1)n2C	1	1.2	0.8	2	22	-3	·	5	0.8
COc1cccc(C2(CSc3nnc(-c4cc(OC)c(OC)c(OC)c4)o3)OCCO2)c1	0.2	·	1.2	84*	-17	-6	-0.42	6	1.3
COc1cccc(NCc2cc3c(C(C)(C)C)nn(-c4ccccc4)c3[nH]c2=O)c1	0.7	1.3	0.2	28	82*	-1	-1.8	16	·
Oc1ccc(N2CCN(C(c3cccnc3)c3nnnn3Cc3ccccc3)CC2)cc1 (centres undefined)	0.5	1.2	0.4	52*	57*	0	-0.87	0	1.4
COc1ccc(Br)cc1C1N2CC3(C)CN1CC(C)(C2)C3=O (centres undefined)	0.2	1.1	1.1	77*	-5	1	1.6	-45	1.6
Cc1cccc(NC2=Nc3ccccc3N3C2=Nc2c(c(C)nn2-c2ccccc2)C3c2ccc(O)c(O)c2)c1 (centres undefined)	1	1.1	0.9	-4	11	·	0.23	·	1.3
CCn1c(=O)c(C(=O)NCc2ccccn2)c(O)c2ccccc21	0.8	0.8	1.5	22	-55	-1	-0.63	-12	1.6
Fc1ccc2nc(N3CCCCC3)sc2c1	0.6	1.3	1	40	1	0	-0.01	20	1.1

Screening data: PubChem, Sanford-Burnham Center for Chemical Genomics
